Assay outcomes as filed in PubChem BioAssay.
PERK inhibitor = blocks human PERK kinase; 220,000 tested, 0.17% active; Q9NZJ5; inhibition, % at 5.6 µM; CHO PERK-DD fusion, SEAP luminescence translation reporter; AID 1416;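 active means inhibition above the mean inhibition of all tested compounds plus 3 SD, set separately per screening campaign, cut at about 2.9% in these data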;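 further: PERK kinase domain activated by AP20187 dimerizer at 100 nM; 0% = DMSO with dimerizer and 100% = rapamycin at 8.4 µM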
Calpain2 inh = calpain II (pig) inhibition | purified calpain II, fluorogenic peptide substrate, 30 min | inhibition, % at 16 µM | 220,000 tested, 0.37% active | AID 1236;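 active means inhibition above about 50%, limit read from the data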
TRPML3 agonist = agonists of human TRPML3 channel. HEK293 TRPML3-YFP, Fluo-8 calcium fluorescence; 100% = the carbachol control signal. AID 1448. Q8TDD5. 220,000 tested, 0.29% active. activation, % at 3 µM;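 active means activation above its plate's cutoff, the mean activation of the plate's test wells plus 3 SD, cut at about 12% in these data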;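 further: 0% = DMSO only wells and 100% = carbachol wells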
Target sequence (Q8TDD5 whole entry, looked up): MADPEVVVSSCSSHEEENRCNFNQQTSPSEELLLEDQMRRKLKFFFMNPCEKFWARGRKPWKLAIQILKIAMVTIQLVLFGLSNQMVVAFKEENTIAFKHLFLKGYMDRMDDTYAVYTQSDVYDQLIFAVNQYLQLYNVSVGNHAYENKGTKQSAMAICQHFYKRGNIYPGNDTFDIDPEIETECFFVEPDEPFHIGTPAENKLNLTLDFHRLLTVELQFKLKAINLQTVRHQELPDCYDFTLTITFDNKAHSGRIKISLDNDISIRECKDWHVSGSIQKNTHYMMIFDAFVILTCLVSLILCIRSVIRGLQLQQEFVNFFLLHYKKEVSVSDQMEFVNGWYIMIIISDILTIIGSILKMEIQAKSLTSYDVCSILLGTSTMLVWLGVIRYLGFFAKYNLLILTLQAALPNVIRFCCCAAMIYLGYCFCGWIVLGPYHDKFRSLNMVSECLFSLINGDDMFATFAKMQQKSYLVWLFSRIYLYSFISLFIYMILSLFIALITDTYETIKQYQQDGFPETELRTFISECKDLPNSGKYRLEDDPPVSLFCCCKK
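Test system: TRPML3-YFP stable HEK293 cells. Doses: single point at 3 µM. Incubation: dye loading 1 h 37 °C then 30 min ambient, 125 s read. Signal: Fluo-8 calcium dye fluorescence, ex 470-495, em 515-575 nm. Measure: percent activation from peak-to-basal fluorescence ratio, scaled between DMSO and carbachol.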
S1P4 antagonist = blocks the human S1P4 receptor. O95977. S1P4-expressing cells, antagonist mode, reporter read-out. inhibition, % at 4.98 µM. 220,000 tested, 0.26% active. AID 1510; in the data active means inhibition above about 29%;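 further: 0% = wells stimulated with agonist and 100% = vehicle wells without agonist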
Target sequence (O95977 whole entry, looked up): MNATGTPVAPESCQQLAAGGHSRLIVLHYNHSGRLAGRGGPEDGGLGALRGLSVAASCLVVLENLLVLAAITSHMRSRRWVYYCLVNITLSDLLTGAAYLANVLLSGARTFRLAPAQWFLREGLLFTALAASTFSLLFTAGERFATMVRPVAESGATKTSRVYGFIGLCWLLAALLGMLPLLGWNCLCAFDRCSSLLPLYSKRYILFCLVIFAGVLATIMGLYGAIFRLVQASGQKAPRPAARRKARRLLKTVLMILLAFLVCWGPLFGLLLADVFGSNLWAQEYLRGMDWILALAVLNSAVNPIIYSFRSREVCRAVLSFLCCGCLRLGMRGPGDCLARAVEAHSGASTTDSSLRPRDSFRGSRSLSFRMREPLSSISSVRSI
S1P4 agonist = human S1P4 receptor agonism; O95977; S1P4-expressing cell line, agonist reporter assay; activation, % at 4.98 µM; 220,000 tested, 0.35% active; AID 1509; in the data active means activation above about 11%;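 further: 0% = DMSO vehicle and 100% = reference agonist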
Ba/F3 V617F tox = loss of viability in JAK2V617F-driven Ba/F3 cells. inhibition, % at 5.6 µM. AID 1446. Ba/F3 EpoR-JAK2V617F viability, ATP luminescence. 220,000 tested, 1.1% active;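 active means inhibition above the campaign mean plus 3 SD over all tested compounds, cut at about 24% in these data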;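 further: cytokine-independent growth of Ba/F3 cells driven by EpoR plus mutant JAK2; 0% = DMSO-treated cells and 100% = JAK inhibitor I control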
zfTRPN1 agonist = agonists of zebrafish TRPN1 channel. HEK293 zebrafish TRPN1-YFP, Fluo-8 calcium fluorescence; 100% = response to 87 µM carbachol. activation, % at 3 µM. 220,000 tested, 0.18% active;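 active means activation above its plate's cutoff, the mean activation of test wells on that plate plus 3 SD, cut at about 19% in these data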;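 further: 0% = DMSO alone and 100% = 87 µM carbachol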
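Assay system: Zebrafish TRPN1-YFP in HEK293 cells | Incubation: Dye loading 1 h at 37 °C, then 30 min room temperature | Measured by: Kinetic Fluo-8 fluorescence, ex 470-495, em 515-575 nm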
BaF3 tox = reduces parental Ba/F3 cell viability, JAK2V617F counter-screen. CellTiter-Glo ATP luminescence. AID 1486. 220,000 tested, 1.1% active. inhibition, % at 5.6 µM;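 active means inhibition above a per-campaign cutoff, the mean inhibition of all tested compounds plus 3 SD, cut at about 27% in these data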;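 further: 0% = DMSO wells and 100% = JAK Inhibitor I control wells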
EP2 modulator = modulates human prostaglandin E2 receptor EP2 signaling; P43116; EP2-expressing cells, cAMP HTRF FRET, PGE2 co-stimulation; induction, % at 25 µM; 260,000 tested, 0.83% active; AID 940;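 active means compounds whose cAMP rise, as percent of the full-agonist control response, exceeds 60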;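 further: rat C6 glioma line stably carrying human EP2 under a CMV promoter; the protocol text gives 20 µM as final concentration; 100% = response of wells given 1 µM PGE2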
An asterisk follows results filed as active; & = joins results of further samples.

SMILES	PERK inhibitor	Calpain2 inh	TRPML3 agonist	S1P4 antagonist	S1P4 agonist	Ba/F3 V617F tox	zfTRPN1 agonist	BaF3 tox	EP2 modulator
Cc1ccc(C)c2nc(N3CCCC3)c(C#N)cc12	-0.2	-6	0.0	-21	-0.6	1	-0.7	10	33
O=C1c2oc3ccccc3c(=O)c2C(c2cccnc2)N1Cc1ccco1 (centres undefined)	-0.7	-9	0.7	-1	-1.2	0	1.7	5	22
CCOC(=O)c1c(NC(=O)CSc2ccccc2C(=O)O)sc(C)c1C	1.2	-54	0.8	3	0.1	1	0.2	11	50
FC(F)(F)c1nc(N2CCCC2)ncc1-c1nnnn1-c1ccc(Cl)cc1	-1.9	3	0.8	1	-0.8	5	-1.4	14	-53
COC(=O)C1=C(N)Oc2cc(C)oc(=O)c2C1c1cccnc1 (centres undefined)	0.0	-18	-0.4	-13	-0.1	5	-0.3	4	9
COc1cc(C2NC(=O)NC(c3ccccc3)=C2C(C)=O)ccc1OCC#N (centres undefined)	0.9	-4	0.6	-18	-1.3	-1	0.7	6	21&-3
O=C(NCc1ccc(Cl)cc1)c1ccc(Cn2cc(C(F)(F)F)ccc2=O)cc1	-0.5	11	1.5	-17	-0.4	2	1.2	6	16
CN(C)S(=O)(=O)c1ccc(NC(=O)CNc2cc(S(=O)(=O)N3CCCC3)ccc2OCC(F)(F)F)cc1	0.6	14	-0.1	-7	0.7	2	0.7	8	-13
Cc1cccc(NC(=S)NNC(=O)c2ccc3c(c2)OCO3)c1	0.3	21	0.3	-34	0.3	0	-0.2	5	-9
Cc1ccc(-c2csc(SCC(=O)Nc3cc(C)on3)n2)cc1	0.1	-16	0.6	-4	-0.8	-3	-1.1	1	8
COc1ccccc1C(=O)NC(=S)Nc1ccc(N2CCOCC2)c(Cl)c1	1.1	2	0.4	-5	36*	0	-0.1	8	-9
COc1ccc(N2CC(C)Cn3c2nc2c3c(=O)n(Cc3ccccc3)c(=O)n2C)c(OC)c1 (centres undefined)	-0.7	-31	-0.3	-1	-2.3	-3	-2.9	2	22
CC12C(=O)N(c3ccccn3)C(=O)C1C1C=CC2C1 (centres undefined)	0.5	-25	0.3	-19	0.1	3	1.3	1	14
O=C(O)CCc1ccc(-c2cccs2)n1NC(=O)c1ccco1	-0.6	3	0.8	-6	2.8	2	13	-1	21
COc1cccc(C(C(=O)NC2CCCCC2)N(C(=O)c2ccco2)c2ccc(-n3cnnn3)c(C)c2)c1 (centres undefined)	-0.3	7	-0.4	-4	0.1	0	-0.9	3	31
CC1(C)CC(=O)C=C(NCCO)C1	3.1*	0	0.8	-5	1.2	4	0.0	7	9
CCCN1C(=O)C(O)(C/C(C)=N/O)c2ccccc21 (centres undefined)	1.7	-32	0.8	8	0.8	-3	3.1	-3	6
C=C1c2cc(CC)ccc2NC(=O)N1c1ccc(C)cc1	1.7	-9	0.3	-14	-1.0	-2	1.3	8	19
COc1ccc(Cc2nnc(NC(=O)CSc3ccc(C)cc3)s2)cc1OC	1.1	14	1.8	-5	1.3	-2	10	8	-51
CC(=O)OCN(C#N)c1nc(N(C)C)nc(N(C)C)n1	0.7	8	-0.3	6	0.6	-2	-0.6	1	8
CON(C)c1nc(OCC#N)nc(N(C)C)n1	0.6	-11	0.8	-26	-1.6	-2	1.7	3	23
Cc1cc(C)nc(N2CCCC(C(=O)NCc3ccccc3F)C2)n1 (centres undefined)	1.0	-23	0.5	-6	0.3	-4	1.0	-2	-2&12
O=[N+]([O-])c1cnccc1Nc1ccccc1	0.3	7	0.6	-17	0.7	6	0.2	10	-2&13
CC(O)CNc1cc(N)c([N+](=O)[O-])cc1[N+](=O)[O-] (centres undefined)	0.0	17	0.6	-17	-0.9	-3	1.0	4	-13
O=C(Nc1ccccc1)c1[nH]ncc1[N+](=O)[O-]	0.3	4	-0.5	5	-0.9	-1	-0.2	3	11
Cc1cc(C)c(NC(=O)CSc2nnc(Cc3cccn3C)n2-c2ccc(F)cc2)c(C)c1	-1.4	-17	-0.4	8	-1.6	-1	-0.1	4	26
CCNC(=O)CC1SC(=Nc2cccc3ccccc23)N(C)C1=O (centres undefined)	0.3	-2	0.9	-14	1.6	1	0.7	6	-14
CCCn1nnc(NC(=O)c2ccc(Br)o2)n1	-0.6	36	0.8	4	2.3	0	1.5	4	24
O=C1NC(=S)N/C1=C\c1ccc(N2CCOCC2)cc1	0.3	-23	1.1	11	1.9	-2	-0.7	11	-43
Cc1cc(NC(=O)c2ccc(-c3ccccc3F)o2)no1	0.4	-11	-1.2	-7	0.7	1	-1.4	8	11
Cc1cc(C(=O)COC(=O)c2ccc(CO)cc2)c(C)n1CC1COc2ccccc2O1 (centres undefined)	-0.6	-24	0.9	-21	0.2	-2	4.6	4	-83
C=CCc1cc(Cl)ccc1OCCOCCN(C)C	2.2	11	1.4	-9	-1.1	-1	0.9	-2	-18
Cc1cccc(C(=O)Nc2oc(-c3ccccc3)cc2C#N)c1	0.9	-315	0.5	-1	0.5	0	-0.4	8	-27
COC(=O)c1scc(S(=O)(=O)c2ccccc2)c1N	1.6	-30	0.8	-8	3.1	2	-1.1	7	-10
CCOc1ccc(N(CC(=O)Nc2nccs2)S(=O)(=O)c2c(C)[nH]c(=O)[nH]c2=O)cc1	0.6	-2	-0.1	3	1.9	2	-0.2	4	17
CCc1c(C)nc2cc(-c3cc(OC)cc(OC)c3)nn2c1N1CCN(CCN2CCOCC2)CC1	-1.2	-22	0.9	11	-2.1	-3	1.2	-1	4
CC(CN1CCOCC1)OC(=O)c1ccccc1Br (centres undefined)	0.8	8	0.2	-9	1.9	-3	-1.0	-1	23
O=C(Nc1ccc(NC(=O)c2ccco2)nc1)c1ccco1	0.0	-7	0.5	-5	0.8	0	1.8	4	-16
COc1cccc(OCC(O)CN(CCO)Cc2ccccc2)c1 (centres undefined)	-0.6	-14	0.5	-22	-1.3	-3	-0.4	-1	1
CCC(C)C(NC(=O)c1ccccc1NC(=O)c1ccccc1)C(=O)O (centres undefined)	0.8	-5	-0.1	-2	-0.2	2	1.1	-3	-12
COc1cc(/C=C2/SC(=O)NC2=O)ccc1Oc1ccc([N+](=O)[O-])cc1[N+](=O)[O-]	0.5	63*	0.6	8	-0.6	1	1.8	-19	-25
O=C(Cc1ccc(F)cc1)N/N=C/c1ccncc1	0.3	22	0.2	-14	-0.1	3	1.1	6	-4
COc1cc2oc(=O)c(Br)c(C)c2c(OC)c1OC	0.0	-32	0.4	8	-2.2	2	0.7	6	44
CCOC(=O)Cc1csc(NC(=O)c2sc3nc4c(C)cc(C)cc4cc3c2N)n1	-0.2	-221	0.2	-16	-2.7	1	0.0	2	-74&-25
Cc1cccc(OCC(=O)NCC(=O)N/N=C/c2ccc([N+](=O)[O-])cc2)c1	-0.4	-5	0.6	-3	1.6	2	1.7	7	-45
COc1ccc(NC(=O)C(CC(C)C)NS(=O)(=O)c2ccc3c(c2)CCN3C(C)=O)cc1OC (centres undefined)	1.1	-21	1.0	-18	0.0	-6	0.2	2	9
Cc1cc2c(cc(C(=O)O)n2C)s1	2.0	-2	0.0	6	0.8	-1	0.4	2	5
Cc1ccc(NC(=S)Nc2cccc(S(=O)(=O)Nc3c(C)n(C)n(-c4ccccc4)c3=O)c2)cc1	1.6	-74	0.9	-4	1.5	2	0.5	10	-18
CCOC(=O)C1=C(C)NC2=C(C(=O)C(C(=O)OCC)C(c3ccco3)C2)C1c1ccccn1 (centres undefined)	-1.0	-355	0.0	-17	2.1	1	-0.4	3	22
Cc1nnc(SCC(=O)N2CCCCC2)s1	1.9	-5	0.1	-1	-1.2	0	-0.2	2	31
CCOC(=O)CN1CC23C=CC(O2)C(C(=O)Nc2ccc(F)c(C)c2)C3C1=O (centres undefined)	-1.5	-19	-0.1	1	0.5	2	1.8	2	18
CN(C)S(=O)(=O)N1CCN(c2ccccc2)CC1	-0.4	-5	-0.1	-5	1.9	3	0.0	5	-3
CC1CCCCC1NC(=O)c1cc2ccccc2o1 (centres undefined)	0.7	7	-0.6	7	-1.1	-5	-2.0	2	-74
CCCCC(C(=O)O)C(C)CC(=O)Nc1nncs1 (centres undefined)	1.7	-7	0.8	3	1.0	-1	0.4	-2	13
CCn1c2ccccc2c2cc(/C=N/NC(=O)c3cccc(C)c3)ccc21	-0.7	19	-1.0	-8	1.8	7	-0.1	2	-33
Nc1nnn(Cc2ccccc2)n1	0.1	17	0.6	-11	2.0	2	1.5	5	41
CCOC(=O)CC(NC(=O)c1ccc(C)cc1)c1ccc(C)cc1 (centres undefined)	-0.8	9	-0.9	-13	0.8	1	-0.8	3	-5
Cc1nc(N2CCN(S(=O)(=O)c3ccccc3)CC2)c2cc(-c3ccccc3)sc2n1	-0.1	-196	1.4	-9	2.2	0	-0.6	2	14
Cc1ccc(NC(=O)Cc2ccc(F)cc2)cc1	0.1	-11	0.1	-26	0.5	5	0.2	9	-13
COCCCN1C(=O)c2[nH]nc(-c3ccccc3O)c2C1c1cccc(Cl)c1 (centres undefined)	-1.1	-22	-0.9	-6	1.4	8	-0.9	16	14
(continued)
SMILES	PERK inhibitor	Calpain2 inh	TRPML3 agonist	S1P4 antagonist	S1P4 agonist	Ba/F3 V617F tox	zfTRPN1 agonist	BaF3 tox	EP2 modulator
CC1CC(C)CN(C(=O)c2ccc(C#N)cc2)C1 (centres undefined)	0.0	35	0.4	-8	1.6	6	-0.1	10	-1
COC(=O)CSc1nc2ccccc2n1CC(=O)N(C(C)C)C(C)C	0.1	-10	1.8	5	0.5	-4	1.0	9	3&-5
COc1ccc(CNC(=O)C2CC=CCC2C(=O)O)cc1OC (centres undefined)	-0.2	2	0.3	2	1.9	-2	-0.8	1	2
COc1cc(C2C(C#N)=C(C)NC3=C2C(=O)CC(C)(C)C3)ccc1O (centres undefined)	0.2	-24	0.3	-23	0.7	-2	0.6	2	2
COC(=O)CSc1nc2ccccc2nc1SCC(=O)OC	-0.8	18	-0.1	-5	0.6	3	-0.9	4	56
Cc1ccc(NC(=O)CCC(=O)OCC(=O)c2ccc(-c3ccccc3)cc2)cc1	1.3	-52	0.0	-3	0.9	-4	0.6	2	7
O=c1c2c(nc3nc(Cc4ccccc4)[nH]n13)CCC2	0.2	14	-0.2	2	0.6	-4	-0.8	1	12
Cc1ccc(Nc2nc(N)nc(CSc3nc(C)cc(C)n3)n2)cc1	-1.5	-8	3.3	3	-2.7	-7	-2.0	1	-14
CCN(CC)S(=O)(=O)c1ccc(C(=O)Nc2nnc(CSC)o2)cc1	1.8	-14	0.6	-2	1.6	4	-2.5	8	3

4 entries drawn at random from the list so far:
SMILES	PERK inhibitor	Calpain2 inh	TRPML3 agonist	S1P4 antagonist	S1P4 agonist	Ba/F3 V617F tox	zfTRPN1 agonist	BaF3 tox	EP2 modulator
CC1CCCCC1NC(=O)c1cc2ccccc2o1 (centres undefined)	0.7	7	-0.6	7	-1.1	-5	-2.0	2	-74
CCC(C)C(NC(=O)c1ccccc1NC(=O)c1ccccc1)C(=O)O (centres undefined)	0.8	-5	-0.1	-2	-0.2	2	1.1	-3	-12
Cc1ccc(C)c2nc(N3CCCC3)c(C#N)cc12	-0.2	-6	0.0	-21	-0.6	1	-0.7	10	33
Cc1cccc(C(=O)Nc2oc(-c3ccccc3)cc2C#N)c1	0.9	-315	0.5	-1	0.5	0	-0.4	8	-27
